Fam108B inh – counter-screen for RBBP9 inhibitors: inhibitors of mouse Fam108B | recombinant Fam108B, FP-Rh probe fluorescence polarization | inhibition, % at 9.51 µM | actives 0.33% (n = 300,000) | AID 1947;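 active = inhibition above the screen mean inhibition plus 3 SD, computed separately per campaign, cut at about 18% in these data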;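 note: inhibitors lower polarization as less probe binds the enzyme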
GRK2 aptamer HTS – inhibitors of human GRK2 displacing RNA aptamer. P25098. bead flow cytometry, FAM-aptamer displacement from GRK2. inhibition of aptamer binding, % at 10 µM. actives 0.59% (n = 330,000);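 active = inhibition of aptamer binding above 40%, roughly 3 SD of noise, on plates passing a quality check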;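 note: median bead fluorescence of bound FAM aptamer so fluorescent compounds give negative values; no value below 0 was filed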
Efflux pump inh – antifungal efflux pump inhibition, Nile Red retention | S. cerevisiae Candida pump triplex | inhibition, % at 10 µM | actives 0.44% (n = 330,000) | AID 485275;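 active = plate passing quality check with inhibition over a set limit, or well fluorescence over plate mean plus 4 SD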;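 note: Nile Red retained in pooled yeast measured as flow cytometry median fluorescence; 0% = buffer negative control and 100% = Enniatin B positive control; higher means more Nile Red kept so more efflux inhibition; some compounds called inactive have numbers as strong as hits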
PME-1 inh – PME-1 (human) inhibition. recombinant PME-1, FP-Rh probe fluorescence polarization. actives 0.53% (n = 320,000). inhibition, % at 5.9 µM;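 active = inhibition above the campaign mean of all compounds plus 3 SD, cut at about 26% in these data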;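 note: competitive labeling of PME-1 active site by serine hydrolase directed probe; 0% = PME-1 with DMSO and 100% = wells lacking PME-1 enzyme; inhibitors block probe labeling so polarization falls and inhibition rises; many of its hits are not listed in these tables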
Bcl-xL primary – inhibitors of human Bcl-xL | AID 2129 | actives 0.7% (n = 320,000) | inhibition, % at 10.9 µM | Q07817 | GST-Bcl-xL / FITC-Bim BH3 peptide fluorescence polarization;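 active = inhibition above the mean of all tested compounds plus 3 SD, cutoff set per campaign, cut at about 30% in these data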;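 note: 0% = DMSO wells and 100% = unlabeled Bim-BH3 peptide competitor; inhibitors lower millipolarization by displacing the labeled peptide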
Target sequence (Q07817 whole entry, looked up): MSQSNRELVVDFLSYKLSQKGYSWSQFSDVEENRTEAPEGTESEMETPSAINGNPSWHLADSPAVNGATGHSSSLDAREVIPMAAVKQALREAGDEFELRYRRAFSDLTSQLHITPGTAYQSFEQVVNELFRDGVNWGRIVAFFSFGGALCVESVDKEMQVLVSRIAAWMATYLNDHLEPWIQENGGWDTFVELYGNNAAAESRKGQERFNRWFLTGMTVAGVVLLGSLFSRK
MCL1-BIM inh – disrupts human MCL1 binding to BIM-BH3 peptide; GST-MCL1 / FITC-Bim-BH3 fluorescence polarization; Q07820; inhibition, % at 10.9 µM; AID 2057; actives 0.68% (n = 320,000);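 active = inhibition above the mean inhibition of all tested compounds plus 3 SD, set per campaign, cut at about 40% in these data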;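 note: 0% = DMSO wells and 100% = unlabeled Bim-BH3 peptide control; higher means more loss of mP so more displacement of Bim peptide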
Target sequence (Q07820 whole entry, looked up): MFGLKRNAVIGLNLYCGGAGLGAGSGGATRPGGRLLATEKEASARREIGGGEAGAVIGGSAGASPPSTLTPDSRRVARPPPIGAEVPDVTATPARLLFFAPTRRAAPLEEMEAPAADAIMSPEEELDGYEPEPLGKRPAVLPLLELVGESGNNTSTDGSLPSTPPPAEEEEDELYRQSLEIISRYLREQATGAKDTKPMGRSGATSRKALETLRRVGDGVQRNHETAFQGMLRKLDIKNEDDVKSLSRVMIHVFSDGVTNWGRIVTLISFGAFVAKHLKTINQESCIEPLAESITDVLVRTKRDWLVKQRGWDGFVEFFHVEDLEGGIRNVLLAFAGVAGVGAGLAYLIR
VLA-4 inh – inhibition in a human VLA-4 binding assay. VLA-4 expressing cells, ligand binding flow cytometry. P13612. AID 2557. actives 0.2% (n = 330,000). inhibition, % (about 7 µM as worked out from the volumes in the protocol); in the data active = inhibition above about 50%
GLD-1 RNA inh – GLD-1-TGE RNA interaction inhibition (C. elegans) | purified GLD-1 + fluorescein TGE RNA, fluorescence polarization | actives 0.44% (n = 320,000) | Q17339 | inhibition, % at 5.96 µM;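 active = percent inhibition above a per-plate cutoff, the plate mean of test compounds plus 3 SD, cut at about 30% in these data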;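 note: 0% = DMSO wells with GLD-1 and probe and 100% = wells lacking GLD-1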
Target sequence (Q17339 whole entry, looked up): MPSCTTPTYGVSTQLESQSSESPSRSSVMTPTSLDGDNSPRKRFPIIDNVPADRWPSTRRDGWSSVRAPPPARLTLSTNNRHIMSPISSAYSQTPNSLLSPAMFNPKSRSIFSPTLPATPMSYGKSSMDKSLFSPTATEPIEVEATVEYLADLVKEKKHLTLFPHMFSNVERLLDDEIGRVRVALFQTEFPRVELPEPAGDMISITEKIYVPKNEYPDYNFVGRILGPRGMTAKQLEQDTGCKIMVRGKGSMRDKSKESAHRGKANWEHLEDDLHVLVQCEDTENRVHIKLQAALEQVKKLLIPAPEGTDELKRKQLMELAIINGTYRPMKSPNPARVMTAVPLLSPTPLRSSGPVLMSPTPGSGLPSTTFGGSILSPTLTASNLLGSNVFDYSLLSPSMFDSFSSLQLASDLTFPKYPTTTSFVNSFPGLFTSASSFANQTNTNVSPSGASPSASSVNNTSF
MEX-5 binding – C. elegans MEX-5 TCR-2 RNA binding activity | Q9XUB2 | MEX-5/FITC-TCR2 RNA binding, fluorescence polarization; hits give low values | activity score (negative = inhibition of binding), % at 10 µM | actives 0.38% (n = 300,000) | AID 1832;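 active = inhibition past about -25% in most replicates, and total fluorescence under double the plate's negative control median, limit read from the data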;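 note: 0% = DMSO and -100% = 5 µM competing unlabeled TCR2 RNA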
* hit, by the source's call. An excerpt. The share of hits here may be higher or lower than overall.

FC(F)(F)c1cccc(Nc2cc(-c3ccccc3)nc3ncnn23)c1 was read as Fam108B inh -0.4, GRK2 aptamer HTS 0.0, Efflux pump inh 0.1, PME-1 inh 1.0, Bcl-xL primary 0.2, MCL1-BIM inh 4.0, VLA-4 inh 1.1, GLD-1 RNA inh 1.4 and MEX-5 binding 0.1.
For CCCCn1c(N)c(N(CC(C)C)C(=O)c2cccc(S(=O)(=O)N(C)c3ccc(C)cc3)c2)c(=O)[nH]c1=O the results were Fam108B inh 1.6, GRK2 aptamer HTS 0.0, Efflux pump inh -0.1, PME-1 inh -4.8, Bcl-xL primary -5.4, MCL1-BIM inh -9.3, VLA-4 inh 9.7, GLD-1 RNA inh -4.0 and MEX-5 binding -1.3.
Screening CCN(C[C@H]1N[C@@](CC)(C(=O)OC)[C@H]2C(=O)N(C)C(=O)[C@@H]12)C(=O)NC(C)C returned GRK2 aptamer HTS 0.0, Efflux pump inh -0.3, VLA-4 inh 26.4 and GLD-1 RNA inh -0.9.
`CC(=O)Nc1ccc(NC(=O)CSc2nnc(C3CC3)n2-c2ccccc2)cc1` gave GRK2 aptamer HTS 5.0, Efflux pump inh -0.1, PME-1 inh -5.6, Bcl-xL primary -30.3, MCL1-BIM inh -25.5, VLA-4 inh 12.2 and GLD-1 RNA inh -8.0.
For COC(CNC(=O)C1CCN(C(=O)c2cc3oc(C)cc3n2Cc2c(F)cccc2Cl)CC1)OC the results were Fam108B inh 3.9, GRK2 aptamer HTS 0.0, Efflux pump inh 0.2, PME-1 inh -2.7, Bcl-xL primary -0.5, MCL1-BIM inh -1.9, VLA-4 inh -2.3, GLD-1 RNA inh 0.6 and MEX-5 binding -0.6.
Screening CN(Cc1ccccc1)c1nc2c(c(=O)[nH]c(=O)n2C)n1Cc1ccccc1Cl returned Fam108B inh 1.5, GRK2 aptamer HTS 1.0, Efflux pump inh 0.1, PME-1 inh -8.9, Bcl-xL primary 3.8, MCL1-BIM inh 7.3, VLA-4 inh 5.4, GLD-1 RNA inh 1.1 and MEX-5 binding -1.4.
For COc1ccc(S(=O)(=O)N2CCc3ccccc32)cc1C(=O)Nc1ccc(C(N)=O)cc1 the results were Fam108B inh -1.7, GRK2 aptamer HTS 0.0, Efflux pump inh 0.0, PME-1 inh 0.4, Bcl-xL primary 1.5, MCL1-BIM inh -4.1, VLA-4 inh 7.3, GLD-1 RNA inh 4.6 and MEX-5 binding -2.5.
`COC(=O)N[C@@H]1C[C@H]2[C@@H]3CC[C@H]4C[C@@H](OC)CC[C@]4(C)[C@H]3CC[C@]12C` gave GRK2 aptamer HTS 3.0, Efflux pump inh 0.0, PME-1 inh -11.3, Bcl-xL primary 2.1, MCL1-BIM inh 6.7, VLA-4 inh -13.6 and GLD-1 RNA inh 8.3.
Screening Cn1c(CC(=O)Nc2ccccc2F)nnc1SCC(=O)NC1CCCC1 returned Fam108B inh -1.1, GRK2 aptamer HTS 0.0, Efflux pump inh 0.0, PME-1 inh 1.5, Bcl-xL primary 2.0, MCL1-BIM inh 10.2, VLA-4 inh 6.0, GLD-1 RNA inh 3.9 and MEX-5 binding 4.9.
Cc1ncoc1C(=O)N1CCCC(C(=O)c2ccc(C(F)(F)F)cc2)C1 (stereo not given) was read as Fam108B inh -1.4, GRK2 aptamer HTS 0.0, Efflux pump inh 0.0, PME-1 inh 0.9, Bcl-xL primary 2.2, MCL1-BIM inh -3.3, VLA-4 inh -10.7, GLD-1 RNA inh -4.0 and MEX-5 binding -1.6.
Screening CNC(=O)NC(=O)CSc1nc2sccc2c(=O)n1-c1ccccc1 returned Fam108B inh 3.5, GRK2 aptamer HTS 0.0, Efflux pump inh -0.1, PME-1 inh 1.1, Bcl-xL primary -5.5, MCL1-BIM inh -8.4, VLA-4 inh -1.5, GLD-1 RNA inh 1.8 and MEX-5 binding -1.9.
COc1cccc(CN2CCN(Cc3cccn3-c3cccnc3)CC2CCO)c1 (stereo not given) was read as Fam108B inh 4.6, GRK2 aptamer HTS 0.0, Efflux pump inh 0.0, PME-1 inh 6.5, Bcl-xL primary 8.5, MCL1-BIM inh 11.2, VLA-4 inh 5.7, GLD-1 RNA inh 1.1 and MEX-5 binding -0.3.
Cn1c(=O)c(C(=O)CN2CCc3ccccc32)c(N)n(Cc2ccccc2)c1=O was read as Fam108B inh 1.1, GRK2 aptamer HTS 0.0, Efflux pump inh 0.5, PME-1 inh -5.8, Bcl-xL primary 18.1, MCL1-BIM inh 22.2, VLA-4 inh 11.5, GLD-1 RNA inh 6.5 and MEX-5 binding -1.1.
For CN(Cc1ccccc1)S(=O)(=O)c1ccc(NC(=S)NC(=O)C2CCCCC2)cc1 the results were Fam108B inh -14.2, GRK2 aptamer HTS 0.0, Efflux pump inh 3.9, PME-1 inh -16.5, Bcl-xL primary -2.7, MCL1-BIM inh -6.0, VLA-4 inh 1.9, GLD-1 RNA inh -7.0 and MEX-5 binding -3.8.
Cc1ccc(OCC(=O)NNC(=O)c2ccoc2C)c(Br)c1 was read as Fam108B inh -2.8, GRK2 aptamer HTS 2.0, Efflux pump inh 0.3, PME-1 inh 0.9, Bcl-xL primary -0.3, MCL1-BIM inh 4.7, VLA-4 inh -12.0, GLD-1 RNA inh -0.6 and MEX-5 binding 1.8.
Cc1c(NC(=O)c2cc(-c3ccc(Br)cc3)on2)c(=O)n(-c2ccccc2)n1C was read as Fam108B inh 0.2, GRK2 aptamer HTS 0.0, Efflux pump inh 0.0, PME-1 inh -0.3, Bcl-xL primary 2.1, MCL1-BIM inh 5.2, VLA-4 inh -6.2, GLD-1 RNA inh -3.4 and MEX-5 binding 0.1.
Screening CCC(=O)N1CCN(c2ccccc2NC(=O)Cc2ccccc2)CC1 returned Fam108B inh -4.8, GRK2 aptamer HTS 0.0, Efflux pump inh 0.1, PME-1 inh 1.6, Bcl-xL primary 6.6, MCL1-BIM inh 8.8, VLA-4 inh 16.6, GLD-1 RNA inh 0.8 and MEX-5 binding -0.5.
O=C(O)C1=C[C@H](c2ccc3c(c2)OCO3)C[C@H](OCc2ccc(CO)cc2)O1 was read as Fam108B inh -11.9, GRK2 aptamer HTS 1.0, Efflux pump inh -0.1, PME-1 inh -3.1, Bcl-xL primary 1.9, MCL1-BIM inh 3.9, VLA-4 inh -6.1, GLD-1 RNA inh 4.3 and MEX-5 binding -0.7.
For C/C(=N/NC(=O)Nc1ccccc1)c1ccc(C)cc1 the results were Fam108B inh 1.9, GRK2 aptamer HTS 2.0, Efflux pump inh 0.1, PME-1 inh 11.7, Bcl-xL primary 3.5, MCL1-BIM inh 8.7, VLA-4 inh 10.3, GLD-1 RNA inh 2.4 and MEX-5 binding 1.8.
`COc1ccc(N2CC(NS(=O)(=O)c3ccc4ccccc4c3)CC2=O)cc1OC` (stereo not given) gave Fam108B inh 1.8, GRK2 aptamer HTS 0.0, Efflux pump inh -0.1, PME-1 inh 1.1, Bcl-xL primary 2.0, MCL1-BIM inh 1.4, VLA-4 inh -1.5, GLD-1 RNA inh 13.2 and MEX-5 binding 0.3.
CC(=O)c1c(C)[nH]c(C2=NNC(=NCc3ccccc3)SC2)c1C was read as Fam108B inh 7.1, GRK2 aptamer HTS 0.0, Efflux pump inh 0.0, PME-1 inh 0.5, Bcl-xL primary 2.8, MCL1-BIM inh -3.5, VLA-4 inh 0.0, GLD-1 RNA inh 2.1 and MEX-5 binding -1.5.
CC(=O)N1CCc2c(sc3c2c(=O)n(-c2ccccc2)c(=O)n3Cc2ccccc2Cl)C1 was read as Fam108B inh -1.8, GRK2 aptamer HTS 1.0, Efflux pump inh 0.2, PME-1 inh 1.5, Bcl-xL primary 3.0, MCL1-BIM inh -0.9, VLA-4 inh 14.9, GLD-1 RNA inh 4.2 and MEX-5 binding -0.2.
For CCN(CC(=O)Nc1ccc(NC(C)=O)cc1)C(=O)c1n[nH]c(=O)c2ccccc12 the results were Fam108B inh 0.7, GRK2 aptamer HTS 0.0, Efflux pump inh 0.0, PME-1 inh -0.2, Bcl-xL primary 1.2, MCL1-BIM inh 3.5, VLA-4 inh 10.2, GLD-1 RNA inh 3.4 and MEX-5 binding -1.6.
Screening CC(=O)Nc1ccc(NC(=O)C(C)N2CCN(S(=O)(=O)c3ccc(C)cc3)CC2)cc1 (stereo not given) returned Fam108B inh 4.0, GRK2 aptamer HTS 0.0, Efflux pump inh -0.1, PME-1 inh 5.9, Bcl-xL primary -12.6, MCL1-BIM inh -8.7, VLA-4 inh 5.7, GLD-1 RNA inh 1.5 and MEX-5 binding -0.2.
For O=C(CCC(=O)N1CCOc2ccc(Cl)cc21)NCc1ccccc1 the results were Fam108B inh 2.4, GRK2 aptamer HTS 0.0, Efflux pump inh -0.1, PME-1 inh -4.3, Bcl-xL primary 3.9, MCL1-BIM inh -3.5, VLA-4 inh 44.9, GLD-1 RNA inh 2.1 and MEX-5 binding 2.1.
O=C1C=C(OCc2ccccc2)CN1 was read as Fam108B inh -2.0, GRK2 aptamer HTS 2.0, Efflux pump inh 0.0, PME-1 inh 0.5, Bcl-xL primary 3.1, MCL1-BIM inh 8.5, VLA-4 inh 18.3, GLD-1 RNA inh 3.2 and MEX-5 binding 0.4.
For CSc1ccc(CSCC(=O)N2CCN(S(=O)(=O)c3ccc(C)cc3C)CC2)cc1 the results were GRK2 aptamer HTS 6.0, Efflux pump inh 0.2, PME-1 inh -0.9, Bcl-xL primary 1.8, MCL1-BIM inh -2.2, VLA-4 inh -1.3 and GLD-1 RNA inh -4.2.
`CC(Nc1cc(=O)n(C)c(=O)n1C)c1ccccc1` (stereo not given) gave Fam108B inh -2.5, GRK2 aptamer HTS 0.0, Efflux pump inh 0.0, PME-1 inh 4.3, Bcl-xL primary 7.4, MCL1-BIM inh 2.9, VLA-4 inh -26.4, GLD-1 RNA inh 1.7 and MEX-5 binding 2.0.
`CCOc1ncccc1C(=O)Nc1cc2c(cc1Br)OCCO2` gave GRK2 aptamer HTS 4.0, Efflux pump inh 0.1, VLA-4 inh 8.2 and GLD-1 RNA inh 3.8.
N#C/C(=C\c1ccc(O)c([N+](=O)[O-])c1)C(=O)NCc1ccccc1 was read as Fam108B inh -1.3, GRK2 aptamer HTS 6.0, Efflux pump inh 0.3, PME-1 inh 1.5, Bcl-xL primary 1.1, MCL1-BIM inh -0.9, VLA-4 inh -1.1, GLD-1 RNA inh 3.7 and MEX-5 binding -1.6.
`S=c1[nH]nc(Nc2ccccc2Cl)s1` gave Fam108B inh -3.3, GRK2 aptamer HTS 0.0, Efflux pump inh 0.0, PME-1 inh -3.9, Bcl-xL primary 0.1, MCL1-BIM inh -5.6, VLA-4 inh 2.7, GLD-1 RNA inh -0.2 and MEX-5 binding -1.0.
`CC(=O)Nc1ccccc1OCC(=O)NC1CCCCC1C` (stereo not given) gave GRK2 aptamer HTS 0.0, Efflux pump inh 0.1, PME-1 inh 0.3, Bcl-xL primary -5.4, MCL1-BIM inh -2.3, VLA-4 inh 14.7 and GLD-1 RNA inh -5.6.
O=C(c1cccc([N+](=O)[O-])c1)N1CCN(c2ccc(N3CCOCC3)nn2)CC1 was read as Fam108B inh 0.7, GRK2 aptamer HTS 0.0, Efflux pump inh 0.1, PME-1 inh 0.5, Bcl-xL primary 0.4, MCL1-BIM inh -0.6, VLA-4 inh 10.2, GLD-1 RNA inh -2.9 and MEX-5 binding -1.3.
Cc1cc(C(=O)Nc2sccc2C#N)c2ccccc2n1 was read as Fam108B inh -1.7, GRK2 aptamer HTS 7.0, Efflux pump inh -0.1, PME-1 inh -1.7, Bcl-xL primary 11.2, MCL1-BIM inh 4.7, VLA-4 inh 0.8, GLD-1 RNA inh -5.2 and MEX-5 binding 0.9.

Compound activity from PubChem BioAssay.
